MBNL1 CUG block = blocks human MBNL1 binding to CUG repeat RNA. Q9NR56. TR-FRET MBNL1-His/biotin-(CUG)12 binding, 665/545 ratio. Potency, µM (highest dose often 57.5 µM), for the others: top-dose activity change, negative = inhibition, actives largely listed as inhibitors. hit rate 0.036% among 280,000. AID 2675; active = well fitted inhibition curve with a large enough effect in the signal ratio, with a control signal flat, not every such curve was filed as active; inconclusive = small, poorly fitted or top-dose-only effect, or effect the other way, or a change in a side signal; inactive = no such curve, though single readings can be large or run the other way; the % refers to the signal ratio; note: potency is the fitted concentration of half-maximal effect; % is set by controls: 0 for no effect and ±100 for the full control effect
Target sequence (Q9NR56 whole entry, looked up): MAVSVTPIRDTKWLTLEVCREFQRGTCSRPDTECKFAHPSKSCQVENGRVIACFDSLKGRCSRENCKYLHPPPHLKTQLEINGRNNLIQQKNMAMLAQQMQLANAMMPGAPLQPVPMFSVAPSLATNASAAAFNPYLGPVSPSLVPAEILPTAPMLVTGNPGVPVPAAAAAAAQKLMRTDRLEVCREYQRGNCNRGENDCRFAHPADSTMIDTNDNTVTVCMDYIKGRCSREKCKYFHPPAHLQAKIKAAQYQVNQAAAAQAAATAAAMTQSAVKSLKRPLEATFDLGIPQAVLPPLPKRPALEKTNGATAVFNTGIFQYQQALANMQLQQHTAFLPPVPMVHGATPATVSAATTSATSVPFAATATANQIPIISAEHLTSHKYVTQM
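TR-FRET between His-tagged MBNL1 and biotin-(CUG)12 RNA, detected with Tb anti-His antibody (0.055 ng/ul) and streptavidin-XL665 (5 nM), 60 min at room temperature. Compounds titrated 92 nM to 58 uM; 665/545 nm ratio normalized to buffer and complex controls.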
Mito fusion yeast = mitochondrial division inhibition or fusion activation; S. cerevisiae fusion-defective mutant growth rescue, CellTiterGlo 48 h; Potency, µM (titrated, usually from 46.1 µM), inactives show at the top dose growth rescue (activation), hits mostly activators; hit rate 0.23% among 320,000;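 note: potency is the fitted concentration of half-maximal effect; % of control where 0% means no effect; nearly all actives have a fitted effect of over 45% in size; temperature-sensitive fusion mutants such as fzo1-1 at 37 °C on non-fermentable ethanol glycerol medium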
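Luminescent cell viability in 1536-well qHTS format served as the measure of rescued growth in ts fusion-mutant S. cerevisiae cultured on non-fermentable YPEG for 48 hours at 37C.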
NPC1 prom act = NPC1 promoter activation | hit rate 2.4% among 320,000 | Huh7 NPC1 promoter luciferase reporter, 24 h | AID 485313 | Potency, µM (series often up to 9.22 µM), for the others: top-dose activation, actives largely listed as activators;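 note: potency is the fitted concentration of half-maximal effect; % of control where 0% means no effect; nearly all actives have a fitted effect of over 60% in size; reporter is driven by a mutant NPC1 promoter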
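Huh7 cells stably carrying NPC1 promoter–luciferase, plated in Opti-MEM with 10% FBS for 2 h, were exposed to compound in DMSO for 24 h at 37 °C; luciferase reagent was added for 10 min and luminescence read.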
Gal4-VP16 FLuc = inhibits Gal4-VP16 luciferase reporter, ROR gamma counter-screen. Drosophila S2 Gal4-VP16 UAS-luciferase, luminescence, 20 h. AID 2546. Potency, µM (top dose mostly 53.6 µM), inactives show at the top dose activity, negative = inhibition, usual class: inhibitors. hit rate 3.5% among 310,000;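 note: Gal4-VP16 expression switched on by copper sulfate through the metallothionein promoter; potency is the fitted concentration of half-maximal effect; % is set by controls: 0 for no effect and ±100 for the full control effect; nearly all actives have a fitted effect of over 50% in size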
RORgamma inh = ROR gamma (mouse) transcription inhibition. P51450. Drosophila S2 Gal4-RORgamma UAS-luciferase reporter, 20 h. hit rate 5.4% among 310,000. Potency, µM (doses to about 53.6 µM), without a hit: top-dose activity change, negative = inhibition, hits mostly inhibitors; note: potency is the fitted concentration of half-maximal effect; % is set by controls: 0 for no effect and ±100 for the full control effect; nearly all actives have a fitted effect of over 60% in size
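Luciferase reporter read in Schneider cells carrying Gal4-RORγ (mouse) and UAS-Photinus luciferase; cells given compound 1 h before 700 uM copper sulfate induction, then incubated 20 h at ambient temperature.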
FLuc modulator = firefly luciferase modulation, counter-screen for miR-21 project | P08659 | purified FLuc, Km substrates, luminescence inhibition | Potency, µM (doses to about 57.5 µM), inactives show top-dose activity change, negative = inhibition, most hits filed as inhibitors | hit rate 6.9% among 360,000 | AID 588342;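 note: potency is the fitted concentration of half-maximal effect; plate controls were vehicle for no effect and reference inhibitor for full effect; nearly all actives have a fitted effect of over 55% in size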
Target sequence (P08659 whole entry, looked up): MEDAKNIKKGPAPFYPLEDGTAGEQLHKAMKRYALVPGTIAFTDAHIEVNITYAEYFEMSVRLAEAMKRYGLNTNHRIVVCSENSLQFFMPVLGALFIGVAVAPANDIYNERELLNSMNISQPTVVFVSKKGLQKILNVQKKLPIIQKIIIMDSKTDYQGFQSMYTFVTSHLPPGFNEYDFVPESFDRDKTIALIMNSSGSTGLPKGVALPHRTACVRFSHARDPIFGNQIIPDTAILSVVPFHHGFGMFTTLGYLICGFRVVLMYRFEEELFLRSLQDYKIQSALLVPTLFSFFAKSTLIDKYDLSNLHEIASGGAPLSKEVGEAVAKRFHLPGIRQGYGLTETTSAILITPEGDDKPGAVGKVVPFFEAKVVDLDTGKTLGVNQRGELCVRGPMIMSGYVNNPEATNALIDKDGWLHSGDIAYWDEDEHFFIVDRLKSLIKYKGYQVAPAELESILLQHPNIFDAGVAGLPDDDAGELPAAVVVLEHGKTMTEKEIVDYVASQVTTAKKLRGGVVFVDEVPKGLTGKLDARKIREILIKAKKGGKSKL
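Purified P. pyralis luciferase (10nM final) with 10uM D-luciferin and 10uM ATP (Km levels) in 50mM Tris acetate pH 7.5, 10mM Mg acetate, 0.01% Tween-20, 0.05% BSA; qHTS 6-point titration, ~60 µM downward; luminescence read.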
ELG1 DNA repair = ELG1-dependent DNA repair inhibition. Potency, µM (top dose mostly 46.1 µM), for inactives: at the top dose activity change, negative = inhibition, hits mostly inhibitors. HEK293T ELG1-luciferase reporter, luminescence, 16 h; DNA damage induced by 5-fluorouridine. hit rate 2.3% among 330,000. AID 504467; note: potency is the fitted concentration of half-maximal effect; % is set by controls: 0 for no effect and ±100 for the full control effect; nearly all actives have a fitted effect of over 55% in size
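Step one: seed 2,000 cells per well. Step two: pin-transfer compound or DMSO alongside 5-fluorouridine. Step three: incubate 16 hr, 37 °C, 5% CO2. Step four: add ONE-Glo, wait 30 min, read luminescence.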
Menin MLL FP TR = displaces Texas Red mutant MLL peptide from human menin. O00255. Menin + Texas Red MLL mutant peptide, fluorescence polarization. Potency, µM (highest dose often 61.6 µM), inactives show at the highest dose FP activity change, negative = inhibition, hits mostly inhibitors. hit rate 0.23% among 270,000. AID 1768; active = well fitted inhibition curve with a large enough effect in the polarisation, with a control signal flat, not every such curve was filed as active; inconclusive = small, poorly fitted or top-dose-only effect, or effect the other way, or a change in a side signal; inactive = no such curve, though single readings can be large or run the other way; the % refers to the polarisation; note: potency is the fitted concentration of half-maximal effect; % of control where 0% means no effect; many of its hits are not listed in these tables
KCNH2 3.1 block = KCNH2 3.1 (human) potassium channel inhibition | activity change, % (tested at about 1.8 µM) | hit rate 0.95% among 340,000 | U2OS KCNH2 3.1, thallium flux FluxOr; active compounds read low;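 active = maximum activity change below -70%; inconclusive = maximum activity change from -70% to -50%; inactive = maximum activity change above -50%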;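 note: thallium influx rate constant from kinetic fluorescence after stimulation buffer; % is set by controls: 0 for no effect and ±100 for the full control effect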
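Channel expression came from 3.1 mutant virus (1.77 x 10^8 /mL) applied to suspended U2OS cells for 4 h. Flux was tracked with FluxOr dye plus Red40 quencher, and kinetic rate constants normalized to controls.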
PKM2 activator = increases activity of human pyruvate kinase M2 | Potency, µM (series often up to 57.5 µM), for the others: at the highest dose activation, hits mostly activators | hit rate 0.34% among 260,000 | purified PKM2, Kinase-Glo ATP luminescence, activation; response scale: 0% is enzyme alone, no compound | P14618; note: potency is the fitted concentration of half-maximal effect; % is set by controls: 0 for no effect and ±100 for the full control effect; nearly all actives have a fitted effect of over 55% in size
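Purified hPK-M2 (>95% pure) converted ADP (0.1 mM final) to ATP with 0.5 mM PEP in 50 mM imidazole pH7.2, KCl, MgCl2, Tween 20, BSA; 1 h at room temperature. ATP detected by Kinase-Glo luminescence.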
Rab9 promoter act = activates the Rab9 promoter. Huh7 Rab9 promoter-luciferase reporter, luminescence, 24 h. Potency, µM (top dose mostly 9.22 µM), for inactives: top-dose activation, negative = inhibition, actives largely listed as activators. hit rate 2.8% among 320,000; note: potency is the fitted concentration of half-maximal effect; % of control where 0% means no effect; nearly all actives have a fitted effect of over 60% in size
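Measured in stably transfected Huh7 cells bearing a Rab9 promoter–luciferase construct: 24 h compound treatment at 37 °C, followed by luminescence detection.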
* hit, by the source's call; u = inconclusive; x = not tested or not shown; & = joins results of further samples; [ ] = dose if it differs, or a comment. Unless noted, calls come from the whole dose curve; as a rule, active = well fitted curve in the direction sought with a large enough effect; inconclusive = small, poorly fitted or top-dose-only effect, or another doubt; inactive = no such curve, though single readings can be large; an effect the other way counts as inactive or inconclusive. A portion of the library; rates above refer to the full screens.

SMILES	MBNL1 CUG block	Mito fusion yeast	NPC1 prom act	Gal4-VP16 FLuc	RORgamma inh	FLuc modulator	ELG1 DNA repair	Menin MLL FP TR	KCNH2 3.1 block	PKM2 activator	Rab9 promoter act
CCOP(=O)(OCC)C(Nc1cc(Cl)cc(Cl)c1)c1cccc(O)c1 (stereo not given)	-11%	-3%	-4%	3%	26%	0%	-9%	25%	-25	-9%	-3%
COc1ccc(C2c3[nH]c4ccccc4c3CCN2C(=O)c2cc3ncccn3n2)c(F)c1 (stereo not given)	-2%	16%	3%	7%	u	-9%	u	2%	1	-10%	-4%
O=C1c2ccccc2C(=O)N1CCCc1nc2ccccc2c(=O)n1Cc1ccco1	-9%	6%	-1%	2%	-3%	-2%	u	-9%	-3	0%	-5%
COc1ccccc1N(C)S(=O)(=O)c1ccc(C(=O)OCC(=O)c2c[nH]c3ccccc23)cc1	8%	-9%	-1%	-10%	23%	-1%	u	u	-5	-4%	-4%
COc1ccc(Oc2cc(C)c3ccccc3n2)cc1	-6%	5%	0%	15%	-17%	u	u	-7%	-13	1%	10%
Cc1cnc(CN2CCc3c([nH]c4ccccc34)C2C2CCCCC2)[nH]1 (stereo not given)	8%	-1%	-1%	-8%	6%	2%	5%	2%	-72*	8%	-5%
CC1(C)NC(=O)N(CC(=O)OCC(=O)Nc2cc(S(=O)(=O)N3CCCCCC3)ccc2Cl)C1=O	u	9%	1%	-2%	41%	-6%	1%	-13%	0	-18%	-5%
CC1=CC(=Nc2c(C)n(C)n(-c3ccccc3)c2=O)C=CC1=O	u	-2%	-8%	-14%	-5%	u	-9%	x	x	1%	-2%
COC(=O)c1ccc(CN2C(=O)c3ccccc3C2=O)cc1	11%	5%	1%	-6%	-13%	5%	-3%	1%	-17	-1%[11.5 µM]	-1%
CCC(Oc1ccccc1)C(=O)Nc1ccccc1C(=O)N1CCN(C)CC1 (stereo not given)	-3%	0%	0%	4%	0%	0%	-14%	x	-4	-14%	3%

Looked up by compound from the entries so far (2):
SMILES	MBNL1 CUG block	Mito fusion yeast	NPC1 prom act	Gal4-VP16 FLuc	RORgamma inh	FLuc modulator	ELG1 DNA repair	Menin MLL FP TR	KCNH2 3.1 block	PKM2 activator	Rab9 promoter act
COc1ccc(Oc2cc(C)c3ccccc3n2)cc1	-6%	5%	0%	15%	-17%	u	u	-7%	-13	1%	10%
CCC(Oc1ccccc1)C(=O)Nc1ccccc1C(=O)N1CCN(C)CC1 (stereo not given)	-3%	0%	0%	4%	0%	0%	-14%	x	-4	-14%	3%

(next part)
SMILES	MBNL1 CUG block	Mito fusion yeast	NPC1 prom act	Gal4-VP16 FLuc	RORgamma inh	FLuc modulator	ELG1 DNA repair	Menin MLL FP TR	KCNH2 3.1 block	PKM2 activator	Rab9 promoter act
CCc1ccc(NS(=O)(=O)c2c(C)nc3sc(CC)nn3c2=O)cc1	-2%	1%	-6%	-21%	u	-2%&-5%	6%	-7%	12	1%	-2%
CCC(=O)NNc1nc2c(C)c(C)ccc2s1	-1%	27%	14%	-29%	7.9µM*	-1%	u	-1%	8	-2%	4%
Cc1cc(C)nc(N2CCC(C(=O)NNC(=O)c3ccccc3)CC2)n1	-8%	7%	1%	-4%	-10%	-1%	0%	-9%	-3	-3%	-1%
CCOc1cc2c(C#N)c(N3CCCCC3)nc(N)c2c(N)n1	u	4%	1%	-1%	-21%	15µM*	1%	u	31	11%	u
Cc1ccc(NC(=O)COC(=O)c2ccc3c(c2)OCO3)c(C)c1	-9%	-1%	0%	0%	-1%	0%	-4%	x	-5	2%	-7%
O=C(CCNC(=O)Cn1ccc2ccccc2c1=O)NCCN1CCN(c2cccc(Cl)c2)CC1	-3%	0%	1%	-8%	u	4%	u	-1%	22	0%	-5%
NC(=O)NC1NC(=O)NC1=O (stereo not given)	0%	2%	0%	6%&-9%	-4%&20%	1%	-13%	5%	1	-1%	9%
CCN(CC)CCn1cnc2c1c(=O)n(CCOC(=O)c1cc(OC)c(OC)c(OC)c1)c(=O)n2C	x	-3%	0%	-6%	0%	-1%	u	x	0	3%	1%
CCCCCCC1CCC(c2nc(-c3ccncc3)no2)CC1 (stereo not given)	-8%	-1%	0%	-2%	18%	0%	-3%	3%	6	8%	-1%
CCN(CC)c1ccc(N=C2C(=O)Nc3ccccc32)cc1	u	-29%	1%	0%	-18%	6.7µM*	16µM*	22µM*	-13	x	6%
CCn1c(SCC(=O)NCc2ccccc2)nnc1-c1ccccc1O	1%	-1%	0%	3%	u	3%[2.3 µM]	-18%	18%	3	-15%	7%
CCN(CC(=O)NCc1ccc(F)cc1)C(=O)COc1ccc(C)c(C)c1	1%	0%	-1%	-1%	32%	-3%	21%	0%	-3	3%	-4%
C=CCOc1ccc(C2=NO[C@@H]3[C@@H]4C[C@@H]([C@H]5C(=O)N(C)C(=O)[C@@H]45)[C@H]23)cc1	-6%	-1%	2%	-4%	-12%	-11%	u	x	9	-1%	-2%
O=C(NCCc1ccc(Cl)cc1)C1CCC(=O)N1C1CCCC1 (stereo not given)	-8%	2%	-1%	-5%	11%	-2%	4%	x	3	-2%	0%
CCN(CC)CCOc1ccccc1OC	1%	0%	-4%	-16%&9%	-8%&-1%	-2%	-2%	0%	10	-4%	0%
CC(C)Cn1c(N)c(C(=O)CSc2nccn2C)c(=O)n(C)c1=O	x	-1%	7%	x	x	1%	-6%	x	-7	x	3%
Cc1ccc(CSc2nnc(-c3cccnc3)o2)cc1	-3%	16%	1%	25%	23%	-14%	u	0%	-11	5%	4%
COc1cccc(C2=CC(=O)CC(C)(C)C2)c1OC	x	5%	-4%	x	x	2%	15%	x	5	x	-3%
CCC1CCCCN1C(=O)c1ccccc1OC1CCN(S(C)(=O)=O)CC1 (stereo not given)	-13%	2%	-7%	-9%	-4%	-2%	-3%	-23%	-4	2%	2%
CCCOc1cccc(C(=O)NCCNC(=O)c2ccccn2)c1	1%	5%	-3%	6%	30%	0%	0%	-1%	-1	x	3%
Cn1c(=O)oc2cc(S(=O)(=O)N3CCN(c4ccccc4F)CC3)ccc21	-1%	-2%	0%	0%	8%	-19%	14%	u	-5	-2%[0.46 µM]	-7%
CC(C)n1c(C(F)(F)F)nc2cc(C(=O)N3CCCCC3)ccc21	-10%	5%	-1%	6%	u	-2%	u	x	-8	2%	-1%
Cc1ccnc(NS(=O)(=O)c2ccc(CC(C)C)cc2)c1	-1%	-1%	0%	-4%	1%	1%	-7%	1%	12	-2%	-5%
Cc1cc(C)nc(SCC(=O)NN=C2CCCC2)n1	-2%	20%	-2%	0%	-28%	6%	0%	-1%	-11	0%	2%
CCCNC(=O)c1cc(-c2ccc(OC)cc2)on1	-3%	-3%	0.89µM*	-26%	-3%	2.4µM*	u	4%	-11	2%	2.8µM*
COc1cc(/C=C2\C(=O)ON=C2c2ccccc2)cc(Cl)c1O	u	-3%	-6%	13µM*	u	19µM*	12%	u	6	-26%	-11%

Some of the entries above in a different format:
canonical_smiles | MBNL1 CUG block | Mito fusion yeast | NPC1 prom act | Gal4-VP16 FLuc | RORgamma inh | FLuc modulator | ELG1 DNA repair | Menin MLL FP TR | KCNH2 3.1 block | PKM2 activator | Rab9 promoter act
CCCNC(=O)c1cc(-c2ccc(OC)cc2)on1 | -3% | -3% | 0.89µM* | -26% | -3% | 2.4µM* | u | 4% | -11 | 2% | 2.8µM*
CC(C)n1c(C(F)(F)F)nc2cc(C(=O)N3CCCCC3)ccc21 | -10% | 5% | -1% | 6% | u | -2% | u | x | -8 | 2% | -1%

Part of the list above with just Mito fusion yeast and KCNH2 3.1 block:
molecule,Mito fusion yeast,KCNH2 3.1 block
Cn1c(=O)oc2cc(S(=O)(=O)N3CCN(c4ccccc4F)CC3)ccc21,-2%,-5
CC(C)n1c(C(F)(F)F)nc2cc(C(=O)N3CCCCC3)ccc21,5%,-8
Cc1ccnc(NS(=O)(=O)c2ccc(CC(C)C)cc2)c1,-1%,12

Bioassay records deposited in PubChem BioAssay by National Center for Advancing Translational Sciences (NCATS).
